Screening results from PubChem.
ST2 inh – inhibitors of human ST2 (IL1RL1) binding to IL-33, primary screen, biochemical, AlphaLISA; AlphaLISA ST2-Fc/biotin-IL-33 interaction, 1 h; inhibition, % for hits at 17 µM; 2.3% of 78,000 active; AID 1259354, 2018; in the data active = inhibition above about 30%; inconclusive = mostly about 10% to 28%
Target sequence (Q01638 whole entry, looked up): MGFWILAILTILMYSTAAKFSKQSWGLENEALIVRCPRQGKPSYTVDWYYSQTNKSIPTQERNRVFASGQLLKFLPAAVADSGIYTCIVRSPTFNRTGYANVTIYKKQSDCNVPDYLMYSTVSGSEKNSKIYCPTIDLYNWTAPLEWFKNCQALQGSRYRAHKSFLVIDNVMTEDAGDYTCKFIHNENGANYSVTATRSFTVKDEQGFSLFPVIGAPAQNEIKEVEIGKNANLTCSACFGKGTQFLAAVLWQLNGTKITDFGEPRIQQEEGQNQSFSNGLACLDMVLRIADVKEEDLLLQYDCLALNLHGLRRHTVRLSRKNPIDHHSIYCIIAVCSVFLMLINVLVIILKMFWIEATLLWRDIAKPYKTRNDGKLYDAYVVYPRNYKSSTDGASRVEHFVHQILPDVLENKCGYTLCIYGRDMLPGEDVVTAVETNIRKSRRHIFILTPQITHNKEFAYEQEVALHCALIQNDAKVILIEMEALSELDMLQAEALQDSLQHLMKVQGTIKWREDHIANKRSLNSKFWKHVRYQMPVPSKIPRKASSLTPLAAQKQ
Active calls of the source: *; i = inactive; ? = inconclusive. An excerpt; the hit share may differ from the screen's.

SMILES	ST2 inh
CCC(C)N(Cc1ccncc1)C(=O)c1cccc(-c2noc(C)n2)c1 (stereo not given)	i
O=C(/C=C/c1ccncc1)N1CCCC(N2CCN(c3cccc(Cl)c3)CC2)C1 (stereo not given)	i
CC(=O)c1cccc(NS(=O)(=O)c2cc(Br)cc3c2N(C(C)=O)C(C)C3)c1 (stereo not given)	i
O=C(O)CCCN(Cc1ccc(Br)cc1)S(=O)(=O)c1ccc(F)cc1	i
Cc1[nH]c2ccccc2c1SCCNC(=O)COc1ccc2ccccc2c1	i
CCOC(=O)C(C)Oc1ccc2oc(C)c(C(=O)OC)c2c1 (stereo not given)	i
CC1=NN(c2cccc(Cl)c2)C(=O)/C1=C\C=C\c1cccc([N+](=O)[O-])c1	?
CCc1ccc(Nc2nc(N)nc(CSc3nc(C)cc(C)n3)n2)cc1	i
CCn1c(C2CCN(C(=O)Cn3c(=O)oc4ccccc43)CC2)nn(C)c1=O	i
O=C(Cc1ccc([N+](=O)[O-])cc1)Nc1cccc(I)c1	?
CC1Cc2cc(C(=O)Nc3nccs3)ccc2O1 (stereo not given)	i
CCOc1ccc2c(c1)sc(=NC(=O)c1c(OC)cccc1OC)n2C	i
COc1ccc2nc3sc(C(=O)NCc4ccccc4OC)cc3cc2c1	i
CCn1nc(C(=O)N2CCN(c3ccccc3)CC2)c2c1CCN(C(=O)Cc1cscn1)C2	i
CC[C@H]1CN(C(=O)Nc2ccccc2)CC[C@H]1CC(=O)NCc1ccc(F)cc1	i
NC12C[C@H]3C[C@@H](C1)CC(CC(=O)O)(C3)C2	i
CC(C)CN1CCN(Cc2ccoc2)C(CCO)C1 (stereo not given)	?
CCN(CC)c1ccc(NC(=O)C(NS(=O)(=O)c2cccs2)C(C)C)c(C)c1 (stereo not given)	i
Cc1cc(N2CCN(C)CC2)nc2ccc(NC(=O)/C=C/c3cccnc3)cc12	i
CC(C)Oc1nc(-c2ccccc2Cl)nc2ccccc12	i
O=C(Nc1cccc(-n2cccn2)c1)C1CCCN(Cc2nccs2)C1 (stereo not given)	i
COC(=O)c1c[nH]n2c(=O)c(Cc3cccc(C)c3)c(C)nc12	i
CCCn1cnc2cc(NCc3ccc(OC)c(OC)c3)ccc21	?
COc1ccc(/C=C2/C=C(c3ccc(OC)c(OC)c3)OC2=O)cc1OC	?
O=C(Cn1nc(-c2ccccc2)ccc1=O)NC1CCCC1	i
Cc1ccc(-n2ncc3c(NC4CCCCC4)ncnc32)c(C)c1	?
Cc1ccc(C2CC(=O)C3=C(C2)Nc2ccccc2NC3c2coc3ccc(C)cc3c2=O)cc1 (stereo not given)	?
CCOC(=O)Cn1c(=O)c(-c2cc(Br)ccc2NC)nc2cc3ccccc3cc21	?
Cc1csc2ncc(C(=O)NCc3ccco3)c(=O)n12	i
CCCC(=O)Nc1ccc(-c2ccc(NC(=O)CCC)cc2)cc1	?
O=C(NCc1cccs1)c1cc2c(s1)CN(Cc1ccccc1)C2	i
CCOC(=O)c1c(C)oc2ccc(OC/C=C/c3ccccc3)cc12	?
CCCCOC(=O)COc1ccc2c(=O)c(Oc3cc(C)cc(C)c3)coc2c1	?
CC1=C(C(=O)Nc2ccccn2)C(c2ccc(Br)cc2)C2=C(CCCC2=O)N1 (stereo not given)	i
O=[N+]([O-])c1cccc(CN2CCC(Cc3ccccc3)CC2)c1	?
O=C(Cn1cnc2c(cnn2-c2ccc(Cl)cc2)c1=O)NCc1ccco1	i
Fc1cccc2sc(Nc3nnc(-c4ccccc4)o3)nc12	i
Cc1cccc(OCC(=O)Nc2ccc(-c3nc4ncccc4o3)cc2)c1	i
Cc1nc2ccc(NC(=O)N3CCN(c4ccccc4)CC3)cc2nc1C	i
Cc1ccc(NC(=O)CN2N=NC3C(=O)N(c4ccc(C)cc4)C(=O)C32)cc1 (stereo not given)	i
CC1CCC(NC(=O)c2ccc(Cn3c(=O)[nH]c4ccsc4c3=O)cc2)CC1 (stereo not given)	i
Cc1nn(C(=O)CCN2C(=O)c3ccccc3C2=O)c(C)c1Br	i
CCCN(Cc1ccc(OC)cc1)C(=O)c1cc(C(F)(F)F)nn1C	i
COc1ccc(CSc2nc(C)[nH]c2[N+](=O)[O-])cc1Br	i
Cc1ccc(NC(=O)c2ccc(C)c(C)c2)c(Br)c1	i
COCCNC(=O)c1noc2c1CCc1ccccc1-2	?
O=C(NCCc1nc(-c2cccnc2)n[nH]1)c1nc2c(s1)CCCC2	?
COc1cc2c(C(=O)NCCC3=CCCCC3)cn(CC(C)C)c(=O)c2cc1OC	i
COC(=O)C1C(=O)CC(C)(O)C(C(=O)OC)C1c1ccccc1 (stereo not given)	i
CC1(C)CC(=O)C2=C(C1)Nc1ccccc1N(C(=O)c1ccccc1)C2c1ccc2c(c1)OCO2 (stereo not given)	i
CC(=O)n1cc(/C=C2\N=C(c3ccccc3C)OC2=O)c2cc(Br)ccc21	i
COc1ccc(-n2c(C)nc3c(cnn3-c3ccc(F)cc3)c2=O)cc1	i
Cc1ccc([N+](=O)[O-])cc1S(=O)(=O)Nc1ccc(Cc2ccncc2)cc1	i
Cc1cccc(C)c1NC(=O)Cn1c(-c2ccc3c(c2)OCO3)cn(-c2ccccc2)c1=O	i
O=C(c1ccccc1Cl)N1CCCCCC1	?
COc1ccccc1-c1ccnc(-n2ncc(C(=O)NC(c3ccncc3)c3ccc(C)cc3)c2C)n1 (stereo not given)	i
COCCn1c(=O)c2c(nc3n2CCN3c2cc(C)cc(C)c2)n(C)c1=O	i
CCOc1ccc(CN2CCN(C)C3(CCN(C)CC3)C2)c(OCC)c1C	i
CC1(C)COC(=O)C1OC(=O)c1ccccc1C(=O)O (stereo not given)	i
CCCCC/C=C\C/C=C\CCCCCCCC(=O)OCC(O)CO (stereo not given)	i

(further entries)
SMILES	ST2 inh
COC[C@H]1CCCN1C[C@@H]1C=C(C)[C@H](Cc2nnc(-c3ccccc3F)o2)C[C@H]1C(C)C	i
CCN(CC)CCC(=O)C=C(C)C	i
CCN1CCc2c(sc(NC(=O)CN3C(=O)CCC3=O)c2-c2nc3ccccc3s2)C1	i
Cc1ccc(C(=O)O)cc1N1C(=O)c2ccc(-c3nc4ccccc4c(=O)o3)cc2C1=O	i
Cc1nnc(NCC2CCCO2)[nH]c1=O (stereo not given)	i
CCOC(=O)c1ccc(-n2c(C)nc3c(cnn3-c3ccccc3Cl)c2=O)cc1	i
CCOc1ccc(-c2cccc3cnccc23)cc1CNC	i
Cc1ccc2[nH]c(=O)nc(-c3ccccc3)c2c1	i
COc1cc(CN2CCN(c3ccc(F)cc3)CC2)cc(OC)c1OC	?
O=C(CC1(c2ccc(Cl)cc2)C(=O)c2ccccc2C1=O)N1CCCCC1	i
Cc1cccc(C)c1OCC(N)C(C)C (stereo not given)	i
COc1ccc(NC(=O)CN2C(=O)C(=O)c3ccccc32)c(OC)c1	i
N#Cc1ccc(N=c2oc3ccccc3cc2C(=O)Nc2ccccc2)cc1	33.0%*
FC(F)(F)c1nnc2n1N=C(c1ccc(Br)cc1)CS2	i
Cc1ccc(NC(=O)CCC2CC(C)(C)OC2=O)cc1 (stereo not given)	?
Cc1cnc(SCC2CCCO2)nc1C1CCCN(C(=O)Cc2ccc3c(c2)OCO3)C1 (stereo not given)	i
CC1(C)CC(=O)C2=C(C1)C(c1ccc3c(c1)OCO3)Nc1ccc3ccccc3c12 (stereo not given)	?
O=c1[nH]c2ccc(S(=O)(=O)Nc3cccc4c3CCCC4)cc2[nH]c1=O	i
O=C(NCCC1COc2ccccc2O1)c1ccc(N2CCSCC2)nc1 (stereo not given)	i
NC(=O)[C@H](CC1CCCCC1)NC(=O)[C@H]1CN(C(=O)C2CCNCC2)CCN1C(=O)C1CCNCC1	?
O=C(C1CCCN1S(=O)(=O)c1cccc2nsnc12)N1CCc2ccccc21 (stereo not given)	?
O=C(CCc1nnc(-c2ccsc2)o1)N1CCCC1c1nc2ccccc2s1 (stereo not given)	i
COCCNC(=O)[C@@H](C)[C@@H]1CC[C@@]2(C)CC[C@H](NC(=O)c3cccc(F)c3)[C@@H](C)[C@@H]2[C@H]1O	i
COc1cc(OC)cc(C(=O)Nc2c3c(nn2C(C)(C)C)CS(=O)C3)c1 (stereo not given)	i
Cc1cc(C)n2nc(SC(C)C(=O)NC3CCCCC3)nc2n1 (stereo not given)	i
COC(=O)c1cc(N2C[C@H]3CC=C(C)C[C@H]3C2)ncn1	i
NC/C=C\C(=O)O	i
CC(C)CC(=O)Nc1ccnn1C1CCN(Cc2ccc(Cl)s2)CC1	i
CN(C)CCNc1nc(-c2ccccc2)nc2ccccc12	?
CN(C)C(=O)Nc1ccc(Cl)c(Cl)c1	i

Molecules listed so far that have a nitro group on carbon:
SMILES	ST2 inh
CC1=NN(c2cccc(Cl)c2)C(=O)/C1=C\C=C\c1cccc([N+](=O)[O-])c1	?
O=C(Cc1ccc([N+](=O)[O-])cc1)Nc1cccc(I)c1	?
O=[N+]([O-])c1cccc(CN2CCC(Cc3ccccc3)CC2)c1	?
COc1ccc(CSc2nc(C)[nH]c2[N+](=O)[O-])cc1Br	i
Cc1ccc([N+](=O)[O-])cc1S(=O)(=O)Nc1ccc(Cc2ccncc2)cc1	i

Entries shown so far containing a furan ring, fused or not (5):
SMILES	ST2 inh
CCOC(=O)C(C)Oc1ccc2oc(C)c(C(=O)OC)c2c1 (stereo not given)	i
CC(C)CN1CCN(Cc2ccoc2)C(CCO)C1 (stereo not given)	?
Cc1csc2ncc(C(=O)NCc3ccco3)c(=O)n12	i
CCOC(=O)c1c(C)oc2ccc(OC/C=C/c3ccccc3)cc12	?
O=C(Cn1cnc2c(cnn2-c2ccc(Cl)cc2)c1=O)NCc1ccco1	i

New compounds follow
SMILES	ST2 inh
COc1ccc(N(C)C(=O)CCS(=O)(=O)c2cccc3nonc23)cc1	i
NC(=O)c1cncc(N2CCN(Cc3ccc(-n4ccnc4)cc3)CC2)n1	i
O=c1[nH]c2ccc(S(=O)(=O)Nc3cc(F)ccc3F)cc2s1	i
CCc1ncc(-c2nccn2CC(OC)c2cccs2)cn1 (stereo not given)	i
CCOC(=O)c1c(NC(=O)COc2ccc(F)cc2F)sc2c1CCCCC2	i
Cn1c(=O)c2c(nc(NCCOCCO)n2Cc2ccc(Cl)cc2Cl)n(C)c1=O	i
CCOc1ccc(NC(=O)c2ccc(C)cc2Cl)cc1	i
CSc1cccc(CN(C)Cc2ccc(O)c(O)c2)c1	i
Cc1cc(Cl)ccc1OCCCC(=O)Nc1ccccc1[N+](=O)[O-]	?
CCN(CC)CC[C@H]1CN(C(=O)Cc2ccccc2)CC[C@H]1CC(=O)O	i
O=C(Nc1ccccc1)c1cc2cc(Cl)ccc2oc1=O	i
Cc1ccc(N2C(=O)c3cccc(N)c3C2=O)c(C)c1	i
Cc1ccc(-c2nnc(Nc3ccccc3)c3ccccc23)cc1S(=O)(=O)N1CCOCC1	i
CCCn1c(=O)[nH]c(=O)c2[nH]cnc21	i
CCCOc1ccc(C(O)=C2C(=O)C(=O)N(c3nccs3)C2c2cccs2)cc1 (stereo not given)	i
Cc1ccc(CCNC(=O)C2CC(=O)N(CCC(C)C)C2)cc1 (stereo not given)	i
O=S(=O)(NCCc1ccccc1Cl)c1cccc2nsnc12	?
CCn1cc(S(=O)(=O)CC(=O)Nc2ccc(F)cc2)c2ccccc21	i
C=CCn1c(CSc2nc3ccccc3s2)nnc1SCC(=O)NCc1ccccc1	i
O=C(CCc1ccccc1)Nc1ccc(S(=O)(=O)Nc2ncccn2)cc1	i
O=C(N/C(=C/c1cccs1)C(=O)N1CCOCC1)c1ccco1	?
c1c2c(cc3sc(N4CCCCC4)nc13)OCO2	i
O=C1NC(=O)c2cc(N3Cc4ccccc4C3)ccc21	i
CCC(=O)Nc1nonc1-c1nc2ccccc2n1Cc1ccccc1C	?
Cc1cccnc1N1CCN(Cc2ccc(S(C)(=O)=O)cc2)CC1	i
O=C(O)C1CN(CCCP(=O)(O)O)CCN1 (stereo not given)	i
C=CCN1CC(C(=O)N2CCc3c(cc(-c4cccc5nc(C)ccc45)c(=O)n3CC3CC3)C2)CC1=O (stereo not given)	i
Cc1cc(C(=O)N2[C@@H]3CC[C@H]2CNC(=O)C3)sc1-c1ccccc1	i
CC(=O)N(CN1C(=O)c2cc(Cl)c(Cl)cc2C1=O)c1ccc(C)cc1	i
CN1CCN(Cc2ccc3c(c2)CC(C)(C)O3)CC1C(=O)O (stereo not given)	i
CCOCCCNC(=O)c1cc(-c2ccc(Cl)s2)nc2ccccc12	i
CCCCN(C)c1nnnc2c1sc1nc(N3CCOCC3)c3c(c12)CC(C)(C)OC3	i
O=C(O)CCCC(=O)Nc1ccc(C(=O)O)cc1	i
Cc1cc(C(=O)Nc2sc3c(c2C(N)=O)CCC(C)C3)no1 (stereo not given)	i
Cc1cc(NC(=O)c2cc(-c3ccc4c(c3)OCO4)on2)no1	i
Cc1nnc([C@H]2CCN(Cc3ccc4c(c3)OCO4)C2)o1	i
Nc1nc(SCC(=O)NCc2ccccc2)nc2sc3c(c12)CCC3	i
CC1(C)Cc2c(cnn2-c2ccccc2)C(NC(=O)CN2CCOc3ccccc3C2)C1 (stereo not given)	i
CCCS(=O)(=O)N1CCCC(C(=O)NCC2CCCO2)C1 (stereo not given)	i
COc1ccccc1N1C(=O)C2C3C=CC(O3)C2C1=O (stereo not given)	i
CCNc1nc(C)c(C(=O)NC(C)c2cn3ccsc3n2)s1 (stereo not given)	?
COc1nnc(C)c2ccccc12	i
CC(=O)N1c2ccccc2NC2=C(C(=O)CCC2)C1c1cccc(Br)c1 (stereo not given)	?
